High-throughput results deposited in PubChem BioAssay by several laboratories.
Myeloid diff 2 – myeloid differentiation induction | 1% of 360,000 active | ER-HoxA9 myeloid progenitors, lysozyme-GFP differentiation, flow cytometry | calls only at 10 µM;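 active = normalized GFP-positive differentiation at or above the plate's own cutoff, the solvent-only control mean plus 3 SD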;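 also: cells exposed to compound for four days before flow analysis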
Insulin prom up – MIN6 insulin promoter up-regulation; MIN6 insulin promoter-GFP reporter, high-content imaging; hits give high values; z-score at 5 µM; 0.3% of 190,000 active;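 active = z-score above 3 at 5 µM with at least 500 cells counted in the well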
Hep lipid drop – hepatic lipid droplet formation modulation | AML12 mouse hepatocytes, oleate lipid droplets, BODIPY imaging | inhibition, % at 6.5 µM | 0.4% of 240,000 active | AID 1656;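 active = lipid droplet intensity inhibited by at least 50%, with more than 500 cells counted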
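System: AML12 hepatocytes (mouse). Probe or stimulus: oleic acid at 100 µM to induce lipid droplet formation. Times: overnight treatment with compound plus oleate. Detection: Image-based BODIPY and DAPI two-channel analysis. Evaluation: percent inhibition of filter-corrected integrated lipid droplet intensity per well.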
T cell HTS – modulates CD8 T cell binding to vesicles. 2C CD8+ T cell-vesicle binding, flow cytometry; hits give low values. calls only at 7 µM. 0.068% of 330,000 active. AID 2052;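 active = response, share of CD8 T cells binding vesicles, and their 90th percentile fluorescence all below set limits, cut at about 80% in these data, passing the limit was not always enough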
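System: murine 2C transgenic CD8+ T lymphocytes; also added: QL9-loaded Drosophila micro-vesicles; times: binding 1.5 h at 37 °C; measured by: flow cytometry, PE anti-B7-1 (FL2) versus Alexa647 anti-CD8 (FL8), PFA-fixed; control set: Peptide-free naked vesicles (low) and QL9 vesicles with 0.7% DMSO vehicle (high)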
MT stabilize HCS – microtubule stabilizers in HeLa cells | % tubulin-high responders, % at 10 µM | 0.83% of 200,000 active | HeLa tubulin immunostaining HCS, 24 h; share of cells brighter than vehicle mean+2SD;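 active = plate Z-score above 3 for both tubulin-high and condensed-nucleus cell shares, with cell loss under 80%, at 10 µM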;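 also: anti alpha tubulin signal scored within the nucleus-defined area of each cell; some results filed as inactive read as strong as hits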
Autophagy mod – alters autophagy in cells; MEF GFP-LC3 puncta imaging; test concentration mostly 10 µM; calls only at 10 µM (by protocol); 0.98% of 190,000 active; AID 463193;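 active = percentage of spot-positive cells more than 3 SD above its plate mean, without a fluorescence outlier flag or 80% toxicity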;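 also: spot-positive cell cutoff set from DMSO-treated cells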
WT yeast gro inh – growth inhibition of WT yeast, mitochondrial fusion screen. inhibition, % at 10 µM. 2.1% of 190,000 active. mitochondrial fusion phenotypic screen, WT strain; in the data active = inhibition above about 58%; tested in S. cerevisiae
bCat nuc transl – beta-catenin nuclear translocation modulation. HeLa beta-catenin nuclear translocation, immunofluorescence imaging. nuclear translocation activity, % at 5 µM. 0.3% of 190,000 active. AID 1665;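 active = nuclear translocation activity above 50% at 5 µM, with a well cell count of 50 or more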;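 also: per-cell ratio of nuclear to cytoplasmic median beta-catenin stain intensity; plate controls were DMSO negative control for no effect and GSK-3 inhibitor IX positive control for full effect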
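Technique: fluorescence imaging of beta-catenin antibody stain plus DAPI / Material: human HeLa cell line / Incubation: compound treatment 24 h, 37°C, 5% CO2 / Read-out basis: % activation of per-cell nuclear versus cytoplasmic median beta-catenin signal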
West Nile virus CPE – West Nile virus antiviral activity, cell-based, CPE readout (AID 1621); CPE inhibition, % at 10 µM, or IC50 in µM where a hit was titrated; West Nile virus-infected cells, CPE inhibition; higher % means a stronger effect; 0.02% of 290,000 active; in the data active = a potency from the dose series; also: strong numbers were not always called active
WT yeast gro inh mutant strain – also measured in WT yeast gro inh; calls as there; inhibition, %; mitochondrial fusion phenotypic screen, mutant strain inhibition
Insulin prom up cell count – also measured in Insulin prom up; calls as there; cell count; measured here: cytotoxicity, nuclei count;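 total cells summed across four imaged fields per well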
Hep lipid drop cells 6.5 µM – recorded beside Hep lipid drop, whose call it bears; cell count; measured here: cell count, cytotoxicity flag;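 cells counted across two imaged fields per well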
bCat nuc transl cell count 5 µM – recorded beside bCat nuc transl, whose call it bears; cell count; measured here: cell count, cytotoxicity flag
T cell HTS vesicle-bound % – also measured in T cell HTS; calls as there; double positive events, %; measured here: CD8+ vesicle-bound cell fraction;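 binding gate set so that unloaded-vesicle control wells show 10% double positive cells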
MT stabilize HCS Hoechst-high % – further read-out of MT stabilize HCS, marked with its call; % Hoechst-high responders; measured here: nuclear condensation Hoechst responders;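 share of cells brighter than vehicle mean plus two SD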
MT stabilize HCS cytotoxicity % – recorded beside MT stabilize HCS, whose call it bears; toxicity, %; measured here: cytotoxicity by cell density;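 0% = mean cell density of plate MIN control wells and 100% = no cells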
Autophagy mod cell loss 18 h – also measured in Autophagy mod; calls as there; toxicity, %; measured here: cell loss, nuclei count;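 cell loss after 18 h compound exposure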
Myeloid diff 2 GFP+ MAC1+ % – further read-out of Myeloid diff 2, marked with its call; GFP+ MAC1+ double positive, %; measured here: differentiation confirmed by MAC1 staining
Starred values were filed as active, the others as inactive; i = inactive; x = no result given.

Molecule,Myeloid diff 2,Myeloid diff 2 GFP+ MAC1+ %,Insulin prom up,Insulin prom up cell count,Hep lipid drop,Hep lipid drop cells 6.5 µM,T cell HTS,T cell HTS vesicle-bound %,MT stabilize HCS,MT stabilize HCS Hoechst-high %,MT stabilize HCS cytotoxicity %,Autophagy mod,Autophagy mod cell loss 18 h,WT yeast gro inh,WT yeast gro inh mutant strain,bCat nuc transl,bCat nuc transl cell count 5 µM,West Nile virus CPE
CC(C)OC(=O)CC1C(=O)NCCN1C(=S)NC(=O)c1ccccc1Cl (stereo unspecified),i,0.6,-2.1,1535,-3,739,i,53,1.9,1.6,5.7,i,8,12,6,0.0,1495,0.5%
CCOC(=O)c1c(NC(=S)Nc2cccnc2)sc(C)c1C,i,0.6,-0.05,1376,11,701,i,50,6.4,2.6,6.9,i,-4,16,15,-0.1,1186,-0.4%
Cc1c(NC(=O)c2cccs2)c(=O)n(-c2ccccc2)n1C,i,0.0,-0.41,1515,-16,732,i,24,2.8,2.3,6.8,i,-14,-6,5,1.3,1030,0.2%
O=C(c1ccc(Br)o1)N1CCC(Cc2ccccc2)CC1,i,0.7,x,x,-10,804,i,11,x,x,x,x,x,x,x,x,x,-0.2%
Cc1ccc(S(=O)(=O)CC(=O)N2CCN(c3ccc(F)cc3)CC2)cc1,i,0.9,x,x,27,821,i,7,x,x,x,x,x,x,x,x,x,-0.1%
COc1ccc(/C=N/NC(=O)c2nc(-c3ccccc3)n(-c3ccccc3)n2)cc1,i,1.0,0.36,1443,-24,464,i,14,1.3,1.2,1.7,i,8,-20,-7,-0.8,1256,0.8%
O=C1c2ccccc2C(=O)N1c1cc([N+](=O)[O-])ccn1,i,0.5,x,x,1,778,i,62,x,x,x,x,x,x,x,x,x,0.1%
N#Cc1c(NCCCO)nc(NCc2ccccc2)c2c1CCN(Cc1ccccc1)C2,i,0.4,-1.8,923,x,x,i,58,1.9,1.8,13,i,1,55,14,7.9,1426,0.1%
CCOc1ccc(CC(=O)C2C(=O)CC(C)(C)CC2=O)cc1OCC,i,3.7,-0.06,1110,x,x,i,13,3.4,1.9,7.2,i,0,3,14,-1.7,870,0.1%
C#CCOCCOCCOCCNc1nc(N2CCN(C(=O)[C@H](CCC(=O)O)n3cc(C(N)CC(C)C)nn3)CC2)nc(N2CCN(C(=O)[C@H](Cc3ccc(O)cc3)n3cc(C(N)[C@H](C)CC)nn3)CC2)n1 (stereo partly specified),x,x,-0.58,1442,18,724,i,18,4.1,1.5,4.4,i,-6,-37,-33,-0.5,1146,x
CN(Cc1ccccc1)C(=O)c1[nH]cnc1C(=O)N[C@@H](CCCCNC(=O)OC(C)(C)C)C(=O)OC(C)(C)C,i,2.4,0.36,1368,-8,686,x,x,0.7,1.0,4.7,i,10,9,1,-2.4,1103,0.6%
Nc1nonc1-n1nnc(C(=O)N/N=C/c2ccc(Br)cc2)c1-c1ccc2c(c1)OCO2,i,1.0,x,x,-42,655,i,41,x,x,x,x,x,x,x,x,x,2.6%
CN(C)c1ccc(N2CN=C3SCC(=O)N3C2)cc1,i,1.6,1.1,1378,x,x,i,8,2.7,2.4,4.9,i,8,12,11,0.2,1316,0.6%
Fc1ccc(/C=N\Nc2cccc(F)c2)cc1,i,0.7,x,x,1,835,i,32,x,x,x,x,x,x,x,x,x,0.9%
O=C(NCCCO)c1ccc2[nH]c3ccccc3c2c1,i,0.6,-0.42,1397,x,x,i,27,2.0,2.1,2.8,i,11,5,-8,-5.6,906,0.1%
N#CCCn1cc(C(=O)O)c(-c2ccc3ccccc3c2)n1,i,0.7,x,x,3,902,i,48,x,x,x,x,x,x,x,x,x,-0.2%
O=C(Nc1ncc2c(n1)-c1ccccc1CC2)c1ccccc1,i,0.1,x,x,x,x,i,16,1.9,2.0,8.2,i,-24,10,5,x,x,0.1%
CCCN(c1ccc(OCC)cc1)S(=O)(=O)c1ccc2c(c1)CCN2C(=O)CCC(=O)O,i,4.2,-0.34,1728,x,x,i,13,2.8,1.9,1.4,i,16,8,-2,-0.9,1324,2.1%
COc1cccc(CNC(=O)CN(C)S(=O)(=O)c2ccc3c(c2)c(=O)n(C)c(=O)n3C)c1,i,4.5,x,x,0,741,i,29,x,x,x,x,x,x,x,x,x,-0.5%
COc1ccc(Br)c(C(=O)NCCC(C)C)c1,i,0.8,-0.08,1400,0,714,i,30,3.8,1.5,3.2,i,7,5,9,-0.4,1018,-0.4%
COc1cccc(COc2ncnc3sccc23)c1,i,0.5,-1.1,1261,8,640,i,52,1.8,1.7,7.9,i,-11,14,5,-0.8,1061,-0.1%
O=C1NCCN(Cc2cccc(Oc3ccccc3)c2)C1CC(=O)N1CCCCC1 (stereo unspecified),i,2.3,x,x,-7,688,i,30,x,x,x,x,x,x,x,x,x,-0.6%
COc1ccc(CCNC(=O)CSc2nc3[nH]ncc3c(=O)n2-c2ccccc2Br)cc1OC,i,0.7,0.54,1205,14,698,i,8,3.1,3.3,0.7,i,-5,-12,9,-1.8,1083,-0.3%
Cc1ccc(Nc2c([N+](=O)[O-])c(=O)oc3ccccc23)cc1C,i,0.1,x,x,-3,708,i,52,2.0,2.1,4.1,i,28,8,-13,6.8,862,-1.6%
Cc1cccc(N(C)C(=O)COc2cc(=O)n(C)c3ccccc23)c1,i,2.1,2.1,872,x,x,i,47,2.6,3.2,2.9,i,-1,-2,12,x,x,-0.3%
Cc1ccc(-n2nnnc2CNC(=O)c2ccc3c(c2)OCO3)cc1C,i,1.2,x,x,-6,731,i,11,x,x,x,x,x,x,x,x,x,-0.1%
O=c1cc(C(F)(F)F)nc(-n2[nH]c3c(c2=O)CCCC3)[nH]1,i,2.4,x,x,x,x,i,9,4.4,1.8,0.7,i,-22,-15,-24,x,x,-1.1%
Cc1cccc(C)c1OCC(=O)NCC1CCCO1 (stereo unspecified),i,0.6,-0.09,1514,-24,603,i,50,2.6,2.0,9.0,i,18,1,12,-1.0,935,0.6%
CC(C)NC(=S)Nc1ccc2nc3n(c(=O)c2c1)CCCCC3,i,1.2,-0.15,1378,-19,697,i,52,3.5,1.9,7.7,i,10,-19,-7,1.5,1076,-0.9%
CCN(CC)S(=O)(=O)c1ccc2[nH]c(=O)cc(C(=O)Nc3ccc(C)c(S(=O)(=O)N(CC)CC)c3)c2c1,i,0.7,x,x,-12,547,i,46,3.8,5.0,3.0,i,2,-2,-6,1.0,990,0.7%

Part of the list above in order of molar mass, descending:
Molecule,Myeloid diff 2,Myeloid diff 2 GFP+ MAC1+ %,Insulin prom up,Insulin prom up cell count,Hep lipid drop,Hep lipid drop cells 6.5 µM,T cell HTS,T cell HTS vesicle-bound %,MT stabilize HCS,MT stabilize HCS Hoechst-high %,MT stabilize HCS cytotoxicity %,Autophagy mod,Autophagy mod cell loss 18 h,WT yeast gro inh,WT yeast gro inh mutant strain,bCat nuc transl,bCat nuc transl cell count 5 µM,West Nile virus CPE
CCN(CC)S(=O)(=O)c1ccc2[nH]c(=O)cc(C(=O)Nc3ccc(C)c(S(=O)(=O)N(CC)CC)c3)c2c1,i,0.7,x,x,-12,547,i,46,3.8,5.0,3.0,i,2,-2,-6,1.0,990,0.7%
COc1ccc(/C=N/NC(=O)c2nc(-c3ccccc3)n(-c3ccccc3)n2)cc1,i,1.0,0.36,1443,-24,464,i,14,1.3,1.2,1.7,i,8,-20,-7,-0.8,1256,0.8%
CN(C)c1ccc(N2CN=C3SCC(=O)N3C2)cc1,i,1.6,1.1,1378,x,x,i,8,2.7,2.4,4.9,i,8,12,11,0.2,1316,0.6%

Continued.
Molecule,Myeloid diff 2,Myeloid diff 2 GFP+ MAC1+ %,Insulin prom up,Insulin prom up cell count,Hep lipid drop,Hep lipid drop cells 6.5 µM,T cell HTS,T cell HTS vesicle-bound %,MT stabilize HCS,MT stabilize HCS Hoechst-high %,MT stabilize HCS cytotoxicity %,Autophagy mod,Autophagy mod cell loss 18 h,WT yeast gro inh,WT yeast gro inh mutant strain,bCat nuc transl,bCat nuc transl cell count 5 µM,West Nile virus CPE
COCCN(C(=S)Nc1c(C)cc(C)cc1C)C(C)c1cccnc1 (stereo unspecified),i,0.6,0.11,1398,-40,678,i,42,1.1,1.7,0.2,i,7,-2,-3,-0.1,1103,-1.4%
CN(CC(O)COCc1ccc2c(c1)OCO2)C1CCCCC1 (stereo unspecified),i,0.2,x,x,12,563,i,59,3.9,2.5,2.0,i,4,-10,-10,0.0,976,-0.3%
COc1ccc(C2(CNC(=O)C(c3ccccc3)c3ccccc3)CCOCC2)cc1OC,i,1.1,x,x,-26,733,i,34,2.1,1.9,7.2,i,12,-9,2,-0.7,1129,-0.7%
COc1cc(/C=N/Nc2nc(N3CCCCC3)nc(N3CCCCC3)n2)ccc1OC(=O)c1ccco1,x,x,1.1,1186,11,701,i,27,1.7,2.4,1.7,i,2,6,9,-1.6,1106,1.0%
O=C(NC12CC3CC(CC(C3)C1)C2)C1=COCCO1,i,0.9,-0.2,1198,x,x,i,35,3.1,2.6,12,i,-10,4,4,-1.3,1083,-0.1%
CC(=O)c1c(C(C)=O)c(C)n(C2CCCCC2)c1C,i,1.0,-0.15,1143,-3,692,i,32,2.8,2.8,7.0,i,21,5,6,-1.0,1145,-0.2%
Cc1cc(C)nc(SCC(=O)N2CCc3ccccc32)n1,i,0.6,x,x,5,719,i,44,x,x,x,x,x,x,x,x,x,-0.6%
CC(C(=O)Nc1ccc(O)c(C(=O)O)c1)N1C(=O)/C(=C/c2cccs2)SC1=S (stereo unspecified),i,1.1,x,x,9,665,i,39,x,x,x,x,x,x,x,x,x,0.0%
CCOc1ccc(N2C(=O)C3ON(c4ccccc4)C(c4cccs4)C3C2=O)cc1 (stereo unspecified),i,0.0,-0.71,1560,-3,685,i,34,1.9,3.2,6.1,i,2,-11,9,0.2,1585,0.1%
COC(=O)CCC(=O)N1CCC(CCC(=O)NCc2ccc(F)cc2)CC1,i,0.7,x,x,2,807,i,56,x,x,x,x,x,x,x,x,x,0.4%
Nc1nc(CN2CCCCC2)cs1,i,1.6,-0.59,1750,1,689,i,47,2.5,5.0,6.6,i,5,2,2,0.7,1024,0.0%
